# Source: PubChem BioAssay (several laboratories)
# EBV gp42 inh – EBV gp42 inhibition | Q1HVG2 | inhibition, % (tested at 21.74 µM) | AID 1085 | Fluorescence polarization binding assay, mP read-out | 220,000 compounds, 0.42% hits; in the data active = inhibition above about 50%
# RBBP9 inhibitor – inhibitors of human serine hydrolase RBBP9; recombinant RBBP9, FP-Rh probe fluorescence polarization; inhibition, % at 7.94 µM; 220,000 compounds, 0.2% hits; AID 1515;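 active = inhibition above the campaign mean of all tested compounds plus 3 SD, cut at about 14% in these data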;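 note: plate controls were DMSO wells with RBBP9 for no effect and wells lacking RBBP9 protein for full effect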
#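 System: RBBP9 protein | Quantity: 2.5 µM RBBP9 dispensing solution, before mixing | Reagent: FP-Rh probe, 375 nM dispensing solution | Timing: Enzyme-compound preincubation 30 min, then probe labeling 45 min, 25 °C | Measured by: Fluorescence polarization | Read-out: % inhibition | Replication: One well per compound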
# TbHK1 inh – T. brucei hexokinase 1 inhibition | AID 1430 | inhibition, % at 10 µM | 220,000 compounds, 0.11% hits | recombinant TbHK1, G6PDH-coupled NADH A340;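 active = inhibition of 50% or more in the single-dose primary screen; inactive = inhibition below 50%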
# Runt-SMMHC FRET – blocks binding of human RUNX1 Runt domain to CBFb-SMMHC | inhibition, % at 20 µM | Q01196+Q13951 | Cerulean-Runt/Venus-CBFb-SMMHC FRET ratio 530/480, 1 h | 220,000 compounds, 0.74% hits;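 active = mean inhibition across duplicate retests at 20 µM reaching about 50%, limit read from the data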;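 note: 0% = DMSO wells and 100% = wells with excess untagged CBFb-SMMHC; inhibitors lower the FRET ratio by blocking Runt binding to CBFb-SMMHC; some results filed as inactive read as strong as hits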
# Calpain2 inh – calpain II (pig) inhibition; purified calpain II, fluorogenic peptide substrate, 30 min; inhibition, % at 16 µM; 220,000 compounds, 0.37% hits;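 active = inhibition above about 50%, limit read from the data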
# Furin inhibitor – blocks human furin protease activity | inhibition, % at 30 µM | purified furin, fluorogenic substrate cleavage | 220,000 compounds, 0.061% hits | AID 463115; in the data active = inhibition above about 25%; note: inactives centre near -15
# Target sequence (P09958 108-714 limits assumed): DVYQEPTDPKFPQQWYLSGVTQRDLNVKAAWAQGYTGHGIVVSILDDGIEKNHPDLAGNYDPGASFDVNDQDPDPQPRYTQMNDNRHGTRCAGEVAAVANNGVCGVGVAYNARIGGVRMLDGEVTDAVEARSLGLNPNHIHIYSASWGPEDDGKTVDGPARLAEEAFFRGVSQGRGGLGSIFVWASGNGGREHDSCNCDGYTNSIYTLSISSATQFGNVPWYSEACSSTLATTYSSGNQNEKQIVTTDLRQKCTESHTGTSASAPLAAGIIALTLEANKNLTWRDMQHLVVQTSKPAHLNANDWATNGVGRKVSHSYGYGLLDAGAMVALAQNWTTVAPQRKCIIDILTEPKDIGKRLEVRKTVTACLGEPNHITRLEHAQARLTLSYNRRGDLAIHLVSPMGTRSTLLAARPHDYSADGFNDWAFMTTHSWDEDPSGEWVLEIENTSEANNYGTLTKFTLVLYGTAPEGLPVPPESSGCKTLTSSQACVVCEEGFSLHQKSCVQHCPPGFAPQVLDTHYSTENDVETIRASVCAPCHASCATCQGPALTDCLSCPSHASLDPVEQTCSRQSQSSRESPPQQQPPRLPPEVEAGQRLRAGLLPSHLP
# p97 inhibitor – human p97 ATPase inhibition; P55072; recombinant p97 ATPase, Kinase-Glo ATP luminescence, 3 h; inhibition, % at 8 µM; 220,000 compounds, 0.42% hits; AID 1481; in the data active = inhibition above about 15%;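 note: 0% = DMSO vehicle and 100% = wells lacking enzyme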
# Runt-CBFb FRET – inhibitors of human RUNX1 Runt domain binding to CBFb; Q01196+Q13951; Cerulean-Runt/Venus-CBFb FRET ratio 530/480, 1 h; inhibition, % at 20 µM; 220,000 compounds, 0.46% hits;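 active = inhibition over about 50% at 20 µM in the single-dose screen, limit read from the data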;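 note: 0% = DMSO wells and 100% = excess unlabeled CBFb competitor control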
#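 System: Cerulean-labeled Runt domain protein | Quantity: 100 nM of each labeled protein | Schedule: 1 h compound exposure, room temperature | Detection: Fluorescence energy transfer, 422 nm excitation, 530/480 nm emission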
# NCF1 inh – blocks human p47phox regulatory protein of NADPH oxidases; P14598; p47phox/p22phox peptide binding, fluorescence polarization, 2 h; inhibition, % at 24.7 µM; 220,000 compounds, 0.53% hits; AID 1274;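 active = inhibition above about 30%, limit read from the data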;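 note: 0% = p47phox with labelled peptide and 100% = labelled peptide alone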
# Target sequence (P14598 whole entry, looked up): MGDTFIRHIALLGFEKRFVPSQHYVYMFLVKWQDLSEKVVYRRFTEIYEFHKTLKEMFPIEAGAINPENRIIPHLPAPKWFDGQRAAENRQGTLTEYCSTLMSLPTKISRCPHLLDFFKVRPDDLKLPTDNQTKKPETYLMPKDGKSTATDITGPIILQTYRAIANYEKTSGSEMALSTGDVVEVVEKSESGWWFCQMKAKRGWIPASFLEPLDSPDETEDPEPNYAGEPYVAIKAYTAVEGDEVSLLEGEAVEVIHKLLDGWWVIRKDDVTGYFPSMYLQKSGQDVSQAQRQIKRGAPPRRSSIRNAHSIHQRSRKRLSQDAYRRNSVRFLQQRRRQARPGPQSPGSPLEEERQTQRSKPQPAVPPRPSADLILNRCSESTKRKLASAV
# The depositor's hits bear a star; / = no result given; [ ] = another dose, or the depositor's remark.
SMILES,EBV gp42 inh,RBBP9 inhibitor,TbHK1 inh,Runt-SMMHC FRET,Calpain2 inh,Furin inhibitor,p97 inhibitor,Runt-CBFb FRET,NCF1 inh
CCOC(=O)c1cccc(NC(=O)CCc2nc(-c3ccccc3F)no2)c1,-7,1,1,5,4,-7[20 µM],-3,-4,-13
Cc1ccc([N+](=O)[O-])c(OCCn2cnc3ccccc32)c1,-19,-3,-3,-3,1,-18,0,2,-12
CS(=O)(=O)N(CC(=O)NCc1ccco1)Cc1ccc(Cl)cc1,4,-11,-4,2,2,-19[20 µM],-4,-3,-6
Cc1ccc(/C=N\NC(=O)CCc2n[nH]c(=O)[nH]c2=O)o1,1,4,-5,4,-30,-25,3,-10,6
CCOc1ccc(CCNC(=O)COC(=O)Cn2cnc3ccccc3c2=O)cc1OCC,-9,-1,-3,2,25,-20,5,-1,2
CCOc1cc(/C=N/Nc2nc(=O)[nH]nc2C)ccc1O,-20,4,-34,-4,11,-9,-1,-1,-9
COc1ccccc1C1CC(c2ccc(NS(C)(=O)=O)cc2)=NN1C(=O)c1ccccc1 (stereo not given),-15,5,-28,0,-30,-22,10,-1,-22
Cc1ccc(COc2ccc(Br)cc2/C=N/O)cc1,15,-11,-1,-1,28,-13[20 µM],-1,0,-4
CC(C)CN(C(=O)CN1CCN(c2ccccc2O)CC1)c1c(N)n(CC(C)C)c(=O)[nH]c1=O,-8,3,-1,4,-11,-19,2,1,-7
COc1ccc2nc(SCCN(C)C)[nH]c2c1,-2,-10,5,/,27,-15,-1,/,3
COc1ccc(Cn2c(=O)[nH]c3cc(C(=O)NCCCN4CCCC4)ccc3c2=O)cc1,-7,-4,-3,0,-44,-10[20 µM],-1,2,-4
CCn1c(SCC(=O)NC(=O)NC(C)(C)C)nc2ccccc21,-7,5,0,13,37,-11,2,-2,7
Cc1ccc(CNC(=O)/C=C/c2cccs2)cc1,-3,0,-4,0,-1,-13,2,-1,-9
Cc1[nH]c2ccccc2c1C1(O)C(=O)N(Cc2ccc3c(c2)OCO3)c2ccccc21 (stereo not given),12,-1,-4,-22,5,-12,2,1,-2
CCOC(=O)c1cnn(-c2nc(-c3ccccc3)cs2)c1C(F)(F)F,-8,-10,4,-2,0,-30[20 µM],-3,-4,-10
Cc1ccc(C)c(N2CCN(C(=O)C3CCCCN3S(=O)(=O)c3ccc(F)cc3)CC2)c1 (stereo not given),1,-7,-1,-2,57*,-25[20 µM],-4,-1,0
Cc1cc(N/N=C/c2ccc(O)c(C)c2O)nc(-c2ccccc2O)n1,11,-9,-10,-6,-52,-2,6,-3,-5
O=C(NCCc1nc2ccccc2[nH]1)c1ccco1,-5,-5,-5,0,6,-18,-5,0,9
NNC(=S)Nc1ccccc1Cl,-2,-4,-6,-3,-11,-13,0,7,-4
Oc1ccc(Br)cc1CNc1ccccn1,-4,-6,5,2,21,-14,1,-1,-5
CC(C)Cn1c2c(c(=O)[nH]c1=O)C(NS(=O)(=O)c1ccc(Cl)cc1)(C(F)(F)F)C(=O)N2 (stereo not given),-20,5,-19,-3,-4,-14,6,0,-13
CNc1nc2sc3c(c2c(=O)n1C)CC(C)(C)SC3,18,-5,-1,7,6,-25,2,1,8
Cc1cc(NC(=O)CSc2nccn2C)no1,-16,-3,0,1,-20,-22,7,-2,-14
COC(=O)COc1ccc(S(=O)(=O)NCc2ccco2)cc1,2,-3,-3,-1,-11,-16[20 µM],6,0,-4
CCO/N=C(\N)c1[nH]ncc1Br,-14,-7,-9,-3,-2,-8,6,0,-5
CC(=O)NC(CC(=O)OCC(=O)c1c(N)n(C)c(=O)n(C)c1=O)c1ccccc1 (stereo not given),-4,-12,3,4,17,-6,-3,-1,4
O=C(CCc1nc2ccccc2[nH]1)Nc1ccccc1,-19,-3,2,0,-10,-21,4,1,-10
O=[N+]([O-])c1ccc(Nc2c3ccccc3nc3ccccc23)cc1,-17,16*,-1,23,-25,-26,10,48,-18
Cc1ccc(N2C(=O)CN(Cc3sccc3C)C2=S)cc1C,15,-6,-8,-2,10,-18,-4,1,-7
CN(C)C(=S)N=Nc1[nH]c2ccccc2c1O,4,-4,-10,0,28,-11,1,3,-18
COC(=O)CCS(=O)(=O)c1ccc(Cl)cc1,-4,1,-2,-3,19,-21[20 µM],2,1,9
CCN(CCCNC(=O)CCNC(=O)Cn1cnc2ccccc2c1=O)c1cccc(C)c1,-2,-2,-12,1,-43,-16,4,4,2
Cc1cc(C)n(-c2ccc(C(=O)OCC(=O)NCc3ccc(Cl)cc3)cc2)n1,-19,-4,5,-1,12,0,4,-3,-8
COc1cccc(/C=N/NC(=O)CCNc2n[nH]c(=O)[nH]c2=O)c1OC,5,-2,-6,0,-53,7,4,-1,3
COc1ccccc1/C=C/C(=O)NC(=S)NC(C)C,-19,-8,-3,-8,2,-15,-1,-2,-7
CC(=O)Nc1nnc(SCC(=O)c2ccc3c(c2)Cc2ccccc2-3)s1,-12,0,-4,1,0,-6,2,-6,6
CN1C(=O)CC2(CC(=O)N(Cc3ccccc3)C2)C1=O (stereo not given),-13,-6,5,-2,-21,-27[20 µM],2,-2,-5
O=C(N/C(=C/c1cccnc1)C(=O)N1CCOCC1)c1ccccc1F,-15,-7,-4,-1,-6,-10,1,0,-4
Cc1ccccc1C(=O)NNc1ccc([N+](=O)[O-])cc1,-2,-3,-27,2,6,-9[20 µM],-1,0,-10
COc1ccc(CNc2nc3c(c(=O)[nH]c(=O)n3C)n2CCCc2ccccc2)cc1,-4,-1,-2,4,11,-14,0,0,3
CSc1nnc(-c2sc3cc(C(F)(F)F)cnc3c2-c2cccnc2)n1C,-19,-3,4,0,-194,-16[20 µM],4,-2,-7
Cc1nc2ccc(S(=O)(=O)NCC(=O)N3CCc4ccccc4C3)cc2s1,-13,2,-13,1,21,-23[20 µM],0,1,-3
Cc1nn(-c2ccccc2)c(Cl)c1/C=N/NC(N)=O,-13,-3,-7,2,-13,-18,5,1,-10
S=c1[nH]nc(-c2ccncc2)n1CC1CCCO1 (stereo not given),-28,-4,2,-2,5,8,-6,4,-22
Oc1ccccc1CNCCCNCc1ccccc1O,-4,-4,-11,-2,27,-25[20 µM],-3,1,3

# Some of these compounds in order of molar mass, largest number first.
SMILES,EBV gp42 inh,RBBP9 inhibitor,TbHK1 inh,Runt-SMMHC FRET,Calpain2 inh,Furin inhibitor,p97 inhibitor,Runt-CBFb FRET,NCF1 inh
CSc1nnc(-c2sc3cc(C(F)(F)F)cnc3c2-c2cccnc2)n1C,-19,-3,4,0,-194,-16[20 µM],4,-2,-7
Cc1nc2ccc(S(=O)(=O)NCC(=O)N3CCc4ccccc4C3)cc2s1,-13,2,-13,1,21,-23[20 µM],0,1,-3
Cc1cc(C)n(-c2ccc(C(=O)OCC(=O)NCc3ccc(Cl)cc3)cc2)n1,-19,-4,5,-1,12,0,4,-3,-8
COc1ccccc1/C=C/C(=O)NC(=S)NC(C)C,-19,-8,-3,-8,2,-15,-1,-2,-7

# The listing picks up; the 4 compounds before the break are reprinted first.
SMILES,EBV gp42 inh,RBBP9 inhibitor,TbHK1 inh,Runt-SMMHC FRET,Calpain2 inh,Furin inhibitor,p97 inhibitor,Runt-CBFb FRET,NCF1 inh
Cc1nc2ccc(S(=O)(=O)NCC(=O)N3CCc4ccccc4C3)cc2s1,-13,2,-13,1,21,-23[20 µM],0,1,-3
Cc1nn(-c2ccccc2)c(Cl)c1/C=N/NC(N)=O,-13,-3,-7,2,-13,-18,5,1,-10
S=c1[nH]nc(-c2ccncc2)n1CC1CCCO1 (stereo not given),-28,-4,2,-2,5,8,-6,4,-22
Oc1ccccc1CNCCCNCc1ccccc1O,-4,-4,-11,-2,27,-25[20 µM],-3,1,3
Cc1cc(NS(=O)(=O)c2ccc(NC(=O)Nc3ccccc3)cc2)no1,-12,-7,3,0,-28,-27,1,0,-39
CCCn1c(SCC(=O)NCCc2ccccc2)nnc1C(C)C,-20,-7,-6,0,-15,-21,0,1,-5
Cc1cccc(NC(=O)CN2NS(=O)(=O)c3ccccc3C2=O)c1,-14,2,3,2,11,-14[20 µM],-4,0,-15
CCCCn1c(Nc2ccccc2)nc2ccccc21,0,-6,0,-2,14,-10[20 µM],2,3,-5
NC(=O)c1ccccc1NC(=O)CCN1C(=O)c2ccccc2C1=O,1,-7,4,-2,-11,-5[20 µM],-2,-1,2
CCC(C)c1ccc(NC(=O)COC(=O)C2=COCCO2)cc1 (stereo not given),-8,6,-8,2,-1,-15[20 µM],2,-1,-1
O=C(c1ccc(S(=O)(=O)N2CCCCC2)cc1)c1nnc(-c2ccc(Cl)cc2)o1,4,5,-7,-10,25,-14,3,-2,-22
C=CCn1c(=O)c2c(nc3n2CCN3c2cccc(Cl)c2C)n(C)c1=O,-15,-6,-5,4,-11,-22,5,-1,-27
COc1ccc(NC(=O)n2nc(OC(=O)c3cccs3)cc2N)cc1,-5,-1,10,-1,3,-23,3,2,-9
c1nnc(NC2=NCCCCC2)s1,1,-7,-2,-3,-39,-16[20 µM],3,-2,-3
Cc1cccn2c(=O)c(/C=C(\C#N)C(=O)NCc3ccccc3)c(N3CCC(C(N)=O)CC3)nc12,0,-7,-20,89*,-61,-6,-1,148*,-4
CCOC(=O)C1(Cc2ccccc2C)CCCN(Cc2cc(OC)c(O)c(OC)c2)C1 (stereo not given),-10,-5,1,0,-7,-9,-2,3,-19
CCOc1ccc(N2CC(C(=O)Nc3ccccn3)CC2=O)cc1 (stereo not given),-14,-5,-4,0,-11,-13,0,2,1
CCCNS(=O)(=O)c1ccc(CCC(=O)NCc2ccc3c(c2)OCO3)cc1,-5,0,3,-2,-34,-25,1,0,2
C/C(=N\Nc1ncc(Cl)cc1Cl)c1ccc(OC(F)F)cc1,-13,-5,-5,4,16,-24,5,2,-17
COC(=O)c1nnn(-c2nonc2N)c1CSc1nnc(C)s1,-25,3,-1,1,-35,-23,9,/,0
Cc1cccc(CS(=O)(=O)Cc2ccc(C(=O)NCC3CCCO3)o2)c1 (stereo not given),-3,1,5,2,19,-22[20 µM],4,2,-3
Cc1ccc(NC(=O)/C(=C/c2ccco2)c2ccccc2)c(C)c1,10,7,-7,4,40,-17[20 µM],-2,6,-6
COc1ccc(N2C(=S)N(C(=O)c3ccccc3)C(=Nc3ccccc3)C2=Nc2ccccc2)cc1,/,-7,-24,/,/,-18[20 µM],5,/,/
COc1cc(C(C2=C(O)CC(C)(C)CC2=O)C2C(=O)CC(C)(C)CC2=O)cc(OC)c1OC (stereo not given),1,-4,-2,4,-30,-35,3,6,10
CCCCCCCNC(=O)CC(NS(=O)(=O)c1ccc(NC(C)=O)cc1)C(C)C (stereo not given),-10,-10,-1,-2,2,-24,6,-6,-3
COc1ccc(-c2ncncc2-c2csc(C)n2)c(O)c1,-2,9,-12,-3,-26,-5[20 µM],3,2,-21
COc1cc(C(=O)NCC(=O)OCc2ccccc2Cl)cc(OC)c1OC,-5,9,1,1,17,-18,-1,2,-4
Cc1ccc(NCCC(=O)c2ccccc2)cc1Cl,-3,1,3,0,17,-25,-1,2,-2
Nc1ccc(C(=O)OCC(=O)Nc2ccc3c(c2)OCO3)cc1[N+](=O)[O-],-12,-4,10,-3,30,-15,5,2,-4
COc1ccc(C(=O)Nc2c(Cl)cc(Cl)cc2C(=O)NCc2ccco2)cc1,-14,-5,0,-4,-2,-17[20 µM],1,-1,-9
Cn1c(=O)c2c(-c3ccc(OC(F)F)cc3)cc(-c3ccccc3)nc2n(C)c1=O,-17,-3,-13,-4,-7,-19,3,-3,-16
Cc1cc(NC(=O)CCN2C(=O)/C(=C\c3ccccc3)SC2=S)no1,-12,-7,3,-4,16,-10,3,31,-5
